MT1-MMP act inh = MT1-MMP (human) activation inhibition; HT1080 RFP-PRO-GFP cells, GFP/RFP ratio fluorescence, overnight; percent of plate control window, DMSO zero; GFP/RFP ratio change, % at 20 µM; actives 0.061% (n = 360,000); AID 651647;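 active means GFP/RFP ratio change of at least 30% with cell ATP level not reduced by more than half and red fluorescence within 50% of control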; further: strong numbers were not always called active
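Material: RFP-PRO-GFP reporter HT1080 cells. Dosing: single-point 20 µM compound, 1% DMSO. Controls: DMSO and RFP-L50D-GFP cell wells. Timing: cells overnight before dosing, compound overnight, 37 °C, 5% CO2. Measure: GFP/RFP fluorescence ratio.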
NadD block = NadD (S. aureus) enzyme inhibition; actives 0.78% (n = 360,000); inhibition, % at 20 µM; purified NadD enzyme, colorimetric absorbance read-out; in the data active means inhibition above about 26%; further: some compounds past the cut are filed as inactive
CSN deneddyl inh = inhibitors of human CSN-mediated cullin deneddylation; Q92905; Purified CSN, SCF-Nedd8-OG deneddylation, fluorescence polarization; inhibition, % at 12.5 µM; actives 0.38% (n = 360,000); AID 651999;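 active means pattern-corrected inhibition above about 35%, with an unprinted fluorescence ratio check between 0.5 and 1.5, limit read from the data, passing the limit was not always enough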;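 further: 0% = enzyme with substrate and 100% = substrate without enzyme; some results filed as inactive read as strong as hits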
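Material: purified human Csn5 enzyme expressed in HEK293T cells / Medium: Tris buffer pH 7.5, NaCl, DTT, Tween-20, trehalose, ovalbumin / Compound dosing: 12.5 µM single point / Schedule: 90 min incubation of compound, enzyme and substrate at room temperature / Signal: fluorescence polarization of the substrate / Control set: no-enzyme wells high, enzyme-with-substrate wells low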
MLLE-PAM2 inh = inhibitors of microRNA-mediated deadenylation, human PABP1 MLLE binding | P11940 | GST-MLLE / FITC-PAM2 fluorescence polarization | inhibition, % at 20 µM | actives 0.36% (n = 360,000) | AID 588489; in the data active means inhibition above about 35%, passing the limit was not always enough;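 further: plate controls were DMSO wells with GST-MLLE for no effect and wells lacking GST-MLLE protein for full effect; some results filed as inactive read as strong as hits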
FAS TE block = inhibitors of human fatty acid synthase thioesterase domain. P49327. AID 602261. recombinant FAS-TE, OMFH fluorogenic substrate, fluorescence endpoint. actives 0.67% (n = 360,000). inhibition, % at 15 µM;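 active means compounds whose normalised, plate-corrected inhibition of enzyme fluorescence in the single-dose primary screen is 50% or more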;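 further: 0% = DMSO with enzyme and 100% = substrate without enzyme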
Neddylation inh = inhibitors of human cullin neddylation | P61081+Q13564 | TR-FRET cullin neddylation, biochemical | calls only at 25 µM | actives 0.58% (n = 360,000); in the data active means inhibition above about 36%
Rpn11 inh = inhibitors of human proteasome Rpn11. O00487. human 26S proteasome, Ub4-pepOG fluorescence polarization; 20S core pre-blocked with epoxomicin. calls only at 20 µM. actives 0.59% (n = 360,000). AID 588493;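 active means inhibition at 20 µM, scaled to each plate's controls, above about 33%, limit read from the data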
Rin1-Abl PPI inh = human Rin1-Abl interaction inhibition. P00519+Q13671. TR-FRET Rin1/Abl binding, biochemical. inhibition, % at 7.35 µM. actives 0.4% (n = 360,000). AID 588664; in the data active means inhibition above about 5%, passing the limit was not always enough
Target sequence (P00519 whole entry, looked up): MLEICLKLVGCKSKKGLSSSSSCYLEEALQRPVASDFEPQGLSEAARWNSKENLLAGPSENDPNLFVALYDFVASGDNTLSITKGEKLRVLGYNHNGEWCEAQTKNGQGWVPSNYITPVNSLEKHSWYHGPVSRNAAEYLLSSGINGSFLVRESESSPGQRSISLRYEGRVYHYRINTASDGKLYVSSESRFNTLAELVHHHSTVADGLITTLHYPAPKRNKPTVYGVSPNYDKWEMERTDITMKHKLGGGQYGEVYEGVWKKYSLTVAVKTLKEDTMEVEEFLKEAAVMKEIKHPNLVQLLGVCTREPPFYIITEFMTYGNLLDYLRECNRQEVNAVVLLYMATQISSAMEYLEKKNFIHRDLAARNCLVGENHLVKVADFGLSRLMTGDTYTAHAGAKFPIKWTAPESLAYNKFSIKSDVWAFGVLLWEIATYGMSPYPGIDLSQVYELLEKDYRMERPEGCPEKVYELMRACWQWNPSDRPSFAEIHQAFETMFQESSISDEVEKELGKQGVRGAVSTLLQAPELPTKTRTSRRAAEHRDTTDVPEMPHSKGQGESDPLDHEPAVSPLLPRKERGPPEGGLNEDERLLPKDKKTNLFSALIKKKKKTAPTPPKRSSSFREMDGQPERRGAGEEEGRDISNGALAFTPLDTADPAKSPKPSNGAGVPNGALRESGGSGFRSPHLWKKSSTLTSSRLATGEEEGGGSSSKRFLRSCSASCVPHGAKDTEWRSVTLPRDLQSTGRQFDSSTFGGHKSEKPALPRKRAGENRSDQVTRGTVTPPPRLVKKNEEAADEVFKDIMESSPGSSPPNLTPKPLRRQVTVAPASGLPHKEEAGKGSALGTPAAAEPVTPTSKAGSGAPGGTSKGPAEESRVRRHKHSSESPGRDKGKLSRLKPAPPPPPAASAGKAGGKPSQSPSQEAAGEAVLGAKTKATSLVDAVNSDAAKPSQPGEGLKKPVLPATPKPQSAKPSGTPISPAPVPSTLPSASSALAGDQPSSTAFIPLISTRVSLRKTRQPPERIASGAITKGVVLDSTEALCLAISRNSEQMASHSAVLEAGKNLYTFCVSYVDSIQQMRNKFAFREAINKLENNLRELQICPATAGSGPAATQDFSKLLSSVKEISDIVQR
Target sequence (Q13671 whole entry, looked up): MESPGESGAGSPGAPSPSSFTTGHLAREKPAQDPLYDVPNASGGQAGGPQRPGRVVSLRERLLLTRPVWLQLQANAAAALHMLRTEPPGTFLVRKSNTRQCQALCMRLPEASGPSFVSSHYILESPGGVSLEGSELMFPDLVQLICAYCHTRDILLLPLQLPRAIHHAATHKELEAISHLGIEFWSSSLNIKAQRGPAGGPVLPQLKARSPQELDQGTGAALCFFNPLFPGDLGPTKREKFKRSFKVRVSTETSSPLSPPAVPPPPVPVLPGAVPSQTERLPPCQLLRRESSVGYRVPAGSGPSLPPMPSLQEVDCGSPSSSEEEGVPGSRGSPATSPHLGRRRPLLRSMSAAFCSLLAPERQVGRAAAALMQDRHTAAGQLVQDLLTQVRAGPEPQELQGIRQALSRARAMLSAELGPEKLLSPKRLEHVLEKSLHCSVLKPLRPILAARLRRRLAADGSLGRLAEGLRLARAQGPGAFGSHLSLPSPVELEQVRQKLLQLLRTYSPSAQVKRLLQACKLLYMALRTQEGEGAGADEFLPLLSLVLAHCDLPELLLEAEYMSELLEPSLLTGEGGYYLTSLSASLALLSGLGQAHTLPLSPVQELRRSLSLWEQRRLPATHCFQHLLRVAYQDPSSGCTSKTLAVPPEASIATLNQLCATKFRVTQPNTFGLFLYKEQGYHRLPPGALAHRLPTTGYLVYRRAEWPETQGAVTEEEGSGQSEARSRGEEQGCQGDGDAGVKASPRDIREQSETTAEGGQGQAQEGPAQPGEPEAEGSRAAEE
SKN-1 inh = C. elegans SKN-1 inhibition; C. elegans VP596 Pgst-4::GFP/RFP ratio, acrylamide-induced, 24 h; inhibition, % at 21.8 µM; actives 0.49% (n = 360,000);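 active means interference check ratio from 0.5 to 1.5 plus GFP to RFP signal ratio inhibition reaching or exceeding a fixed threshold, cut at about 30% in these data, passing the limit was not always enough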; further: some compounds called inactive have numbers as strong as hits
* marks the source's active call; other numbers are inactive results; & = joins results of further samples. The list is partial (hit frequency here may not be typical).

O=S(=O)(O)C(=Cc1ccccc1)c1ccccc1 (tested in a mixture with another compound) was read as MT1-MMP act inh 0, NadD block 4, CSN deneddyl inh 1, MLLE-PAM2 inh 4, FAS TE block -8, Neddylation inh inactive, Rpn11 inh inactive, Rin1-Abl PPI inh 1 and SKN-1 inh -1.
Screening CCOCC1(CCc2ccccc2)C(=O)NC(=S)NC1=O returned MT1-MMP act inh -5, NadD block 2, CSN deneddyl inh -1, MLLE-PAM2 inh 26, FAS TE block -5, Neddylation inh inactive, Rpn11 inh inactive, Rin1-Abl PPI inh 4 and SKN-1 inh 0.
For COc1cc(/C=C2\C[C@H]3[C@@H]4CC=C5C[C@@H](N6CCCC6)CC[C@]5(C)[C@H]4CC[C@]3(C)[C@H]2O)cc(OC)c1OC the results were MT1-MMP act inh -5, NadD block 9, CSN deneddyl inh -1, MLLE-PAM2 inh -72, FAS TE block -1, Neddylation inh inactive, Rpn11 inh inactive, Rin1-Abl PPI inh 2 and SKN-1 inh 3.
CC1CCC(NCCc2ccc3c(c2)OCO3)CC1 (centres undefined) was read as MT1-MMP act inh 7, NadD block -3, CSN deneddyl inh 4, MLLE-PAM2 inh 2, FAS TE block -5, Neddylation inh inactive, Rpn11 inh inactive, Rin1-Abl PPI inh 0 and SKN-1 inh 12.
For COc1ccc(-c2nn(CCC#N)cc2C(=O)Nc2ccccc2Br)cc1[N+](=O)[O-] the results were MT1-MMP act inh 1, NadD block -7, CSN deneddyl inh 1, MLLE-PAM2 inh 2, FAS TE block 39, Neddylation inh inactive, Rpn11 inh inactive, Rin1-Abl PPI inh 0 and SKN-1 inh -8.
CCOc1cc2c(cc1OCC)-n1cccc1C(c1ccc(OC)cc1)NC2 (centres undefined) was read as MT1-MMP act inh -2, NadD block -10, CSN deneddyl inh -5, MLLE-PAM2 inh -5, FAS TE block -2, Neddylation inh inactive, Rpn11 inh inactive, Rin1-Abl PPI inh -2 and SKN-1 inh 2.
C[C@@]12N[C@@H](Cc3ccccc31)c1ccccc12 was read as MT1-MMP act inh -1&4, NadD block 6&-1, CSN deneddyl inh -4&-3, MLLE-PAM2 inh -4&-12, FAS TE block 2&-8, Neddylation inh inactive, Rpn11 inh inactive, Rin1-Abl PPI inh 0&-4 and SKN-1 inh 17&-6.
For CCS(=O)(=O)N1CCC(C(=O)N2CCC3(CC2)OCCO3)CC1 the results were MT1-MMP act inh 2, NadD block 7, CSN deneddyl inh -4, MLLE-PAM2 inh 2, FAS TE block -9, Neddylation inh inactive, Rpn11 inh inactive, Rin1-Abl PPI inh -1 and SKN-1 inh 1.
COC(=O)N1C(c2ccccc2)C1c1ccccc1 (centres undefined) was read as MT1-MMP act inh -1, NadD block -3, CSN deneddyl inh -7, MLLE-PAM2 inh 2, FAS TE block 3, Neddylation inh inactive, Rpn11 inh inactive, Rin1-Abl PPI inh 2 and SKN-1 inh 7.
Screening N/C(=N/[N+](=O)[O-])N1CCN(C(=O)Oc2ccc([N+](=O)[O-])cc2)CC1 returned MT1-MMP act inh -1, NadD block 3, CSN deneddyl inh 2, MLLE-PAM2 inh 2, FAS TE block -4, Neddylation inh inactive, Rpn11 inh inactive, Rin1-Abl PPI inh -2 and SKN-1 inh 28.
Screening Cc1cc(C)c(S(=O)(=O)NCC2CCC(C(=O)N3CCC4(CC3)OCCO4)CC2)c(C)c1 (centres undefined) returned MT1-MMP act inh 0, NadD block 12, CSN deneddyl inh -1, MLLE-PAM2 inh 7, FAS TE block -6, Neddylation inh inactive, Rpn11 inh inactive, Rin1-Abl PPI inh 3 and SKN-1 inh 9.
Screening O=C(c1ccc(Cl)cc1)C1CCCN(Cc2ccc3nonc3c2)C1 (centres undefined) returned MT1-MMP act inh 1, NadD block -1, CSN deneddyl inh 3, MLLE-PAM2 inh 11, FAS TE block 36, Neddylation inh inactive, Rpn11 inh inactive, Rin1-Abl PPI inh -6 and SKN-1 inh -6.
Screening COc1cc(N2CCOCC2)ccc1/C=C1\C(=O)NC(=O)N(Cc2ccc3c(c2)OCO3)C1=O returned MT1-MMP act inh -22, NadD block 14, CSN deneddyl inh 18, MLLE-PAM2 inh -27, FAS TE block -2, Neddylation inh inactive, Rpn11 inh inactive, Rin1-Abl PPI inh 0 and SKN-1 inh 41*.
Screening CN(C)C(=O)Oc1ccc(NC(=O)N2CCOCC2)cc1 returned MT1-MMP act inh 0, NadD block 6, CSN deneddyl inh 0, MLLE-PAM2 inh 9, FAS TE block -4, Neddylation inh inactive, Rpn11 inh inactive, Rin1-Abl PPI inh -1 and SKN-1 inh 12.
NCCc1c(Cc2ccccc2)[nH]c2ccccc12 was read as MT1-MMP act inh -5, NadD block 0, CSN deneddyl inh -1, MLLE-PAM2 inh 9, FAS TE block -11, Neddylation inh inactive, Rpn11 inh inactive, Rin1-Abl PPI inh 1 and SKN-1 inh 5.
`CC1CCCN(CC(=O)c2ccc(Cl)c(Cl)c2)C1` (centres undefined) gave MT1-MMP act inh -3, NadD block -6, CSN deneddyl inh -3, MLLE-PAM2 inh 21, FAS TE block 3, Neddylation inh inactive, Rpn11 inh inactive, Rin1-Abl PPI inh -4 and SKN-1 inh 18.
For COC(=O)C1=C(c2ccc(F)cc2F)C[C@@H]2CC[C@H]1N2C(=O)N1CCCCC1 the results were MT1-MMP act inh 5, NadD block -1, CSN deneddyl inh -1, MLLE-PAM2 inh -9, FAS TE block -7, Neddylation inh inactive, Rpn11 inh inactive, Rin1-Abl PPI inh 3 and SKN-1 inh 15.
N[C@@H](Cc1ccc(N(CCCl)CCCl)cc1)C(=O)O was read as MT1-MMP act inh 0, NadD block 17, CSN deneddyl inh 0, MLLE-PAM2 inh 3, FAS TE block 1, Neddylation inh inactive, Rpn11 inh inactive, Rin1-Abl PPI inh 1 and SKN-1 inh -4.
Screening COc1ccc(-n2nnnc2C(c2cccs2)N2CCC(n3c(=O)[nH]c4ccccc43)CC2)cc1 (centres undefined) returned MT1-MMP act inh -11, NadD block 18, CSN deneddyl inh -2, MLLE-PAM2 inh -5, FAS TE block 28, Neddylation inh inactive, Rpn11 inh inactive, Rin1-Abl PPI inh 7 and SKN-1 inh -3.
Screening O=C(CCc1nnc2ccc(NCc3ccccc3)nn12)N1CCC2(CC1)OCCO2 returned MT1-MMP act inh -2, NadD block 0, CSN deneddyl inh -3, MLLE-PAM2 inh -6, FAS TE block -5, Neddylation inh inactive, Rpn11 inh inactive, Rin1-Abl PPI inh -1 and SKN-1 inh 5.

The closing 3 compounds of the part above are carried over, then new ones follow.
N[C@@H](Cc1ccc(N(CCCl)CCCl)cc1)C(=O)O was read as MT1-MMP act inh 0, NadD block 17, CSN deneddyl inh 0, MLLE-PAM2 inh 3, FAS TE block 1, Neddylation inh inactive, Rpn11 inh inactive, Rin1-Abl PPI inh 1 and SKN-1 inh -4.
Screening COc1ccc(-n2nnnc2C(c2cccs2)N2CCC(n3c(=O)[nH]c4ccccc43)CC2)cc1 (centres undefined) returned MT1-MMP act inh -11, NadD block 18, CSN deneddyl inh -2, MLLE-PAM2 inh -5, FAS TE block 28, Neddylation inh inactive, Rpn11 inh inactive, Rin1-Abl PPI inh 7 and SKN-1 inh -3.
Screening O=C(CCc1nnc2ccc(NCc3ccccc3)nn12)N1CCC2(CC1)OCCO2 returned MT1-MMP act inh -2, NadD block 0, CSN deneddyl inh -3, MLLE-PAM2 inh -6, FAS TE block -5, Neddylation inh inactive, Rpn11 inh inactive, Rin1-Abl PPI inh -1 and SKN-1 inh 5.
`CN(C)CC1CCCCC1OC(=O)c1ccc(Cl)c(Cl)c1` (centres undefined) gave MT1-MMP act inh 3, NadD block -5, CSN deneddyl inh -6, MLLE-PAM2 inh 1, FAS TE block -3, Neddylation inh inactive, Rpn11 inh inactive, Rin1-Abl PPI inh 2 and SKN-1 inh 1.
For COc1ccc2c(c1OC)C(=O)O[C@@H]2[C@H]1c2cc3c(cc2CCN1C)OCO3 the results were MT1-MMP act inh -1, NadD block 0, CSN deneddyl inh -3, MLLE-PAM2 inh -10, FAS TE block -6, Neddylation inh inactive, Rpn11 inh inactive, Rin1-Abl PPI inh -3 and SKN-1 inh -5.
`CCOP(=O)(OCC)/C(C#N)=C/c1ccc(Br)cc1` gave MT1-MMP act inh -1, NadD block -4, CSN deneddyl inh -2, MLLE-PAM2 inh 11, FAS TE block 16, Neddylation inh inactive, Rpn11 inh inactive, Rin1-Abl PPI inh -1 and SKN-1 inh 15.
Cc1cc(N2C(=O)C3CCCN3C2c2cccc(Cl)c2)no1 (centres undefined) was read as MT1-MMP act inh 2, NadD block -4, CSN deneddyl inh -4, MLLE-PAM2 inh -2, FAS TE block -4, Neddylation inh inactive, Rpn11 inh inactive, Rin1-Abl PPI inh 1 and SKN-1 inh 15.
Screening C/C(=N\N1CCCCCC1)c1c(O)n(-c2ccccc2)c(=O)[nH]c1=O returned MT1-MMP act inh 2, NadD block 1, CSN deneddyl inh -5, MLLE-PAM2 inh 2, FAS TE block -5, Neddylation inh inactive, Rpn11 inh inactive, Rin1-Abl PPI inh 3 and SKN-1 inh 6.
Screening O=C(c1ccc(F)cc1)N1CCC2(CC1)OCCO2 returned MT1-MMP act inh 1, NadD block 7, CSN deneddyl inh 1, MLLE-PAM2 inh 1, FAS TE block -6, Neddylation inh inactive, Rpn11 inh inactive, Rin1-Abl PPI inh 0 and SKN-1 inh 7.
CCn1cc(C(=O)N2CCOCC2)c2ccccc21 was read as MT1-MMP act inh -1, NadD block -4, CSN deneddyl inh -3, MLLE-PAM2 inh -9, FAS TE block -5, Neddylation inh inactive, Rpn11 inh inactive, Rin1-Abl PPI inh 0 and SKN-1 inh -9.
Screening Cc1ccc(-c2nc3ccccc3c(=O)n2-c2ccc(Br)cn2)cc1 returned MT1-MMP act inh 6, NadD block -5, CSN deneddyl inh 3, MLLE-PAM2 inh -3, FAS TE block 1, Neddylation inh inactive, Rpn11 inh inactive, Rin1-Abl PPI inh 1 and SKN-1 inh 0.
`Cc1cc(N2CCNCC2)nc2ccccc12` gave MT1-MMP act inh -1, NadD block 1, CSN deneddyl inh 0, MLLE-PAM2 inh -6, FAS TE block -4, Neddylation inh inactive, Rpn11 inh inactive, Rin1-Abl PPI inh -2 and SKN-1 inh -13.
Screening O=C(O)CC1OCC=C2CN3CCC45C6=CC(=O)C(=O)C([N+](=O)[O-])=C6NC4C1C2CC35 (centres undefined) returned MT1-MMP act inh 9, NadD block 22, CSN deneddyl inh 7, MLLE-PAM2 inh 9, FAS TE block -21, Neddylation inh inactive, Rpn11 inh inactive, Rin1-Abl PPI inh 3 and SKN-1 inh 27.
For Cc1nc2sccc2c(=O)n1-c1ccccc1Cl the results were MT1-MMP act inh 2, NadD block 2, CSN deneddyl inh 3, MLLE-PAM2 inh -6, FAS TE block -3, Neddylation inh inactive, Rpn11 inh inactive, Rin1-Abl PPI inh -1 and SKN-1 inh 4.
For CCC(=NCc1cccnc1)c1c(O)n(-c2ccccc2C)c(=O)[nH]c1=O the results were MT1-MMP act inh 1, NadD block -7, CSN deneddyl inh 3, MLLE-PAM2 inh 0, FAS TE block -2, Neddylation inh inactive, Rpn11 inh inactive, Rin1-Abl PPI inh 4 and SKN-1 inh 9.

Screens from PubChem BioAssay.
